MT1-MMP act inh: blockers of MT1-MMP proenzyme processing, primary screen, HT1080 RFP-PRO-GFP cells, GFP/RFP fluorescence. GFP/RFP ratio change, % at 20 µM. 0.061% of 360,000 active. AID 651647, 2012. GFP/RFP ratio fluorescence, overnight; percent of plate control window, DMSO zero. Matrix metalloproteinase-14 (Homo sapiens), P50281;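 active = GFP/RFP ratio change of at least 30% with cell ATP level not reduced by more than half and red fluorescence within 50% of control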; also: strong numbers were not always called active
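Assay system – RFP-PRO-GFP reporter HT1080 cells · Compound dosing – single dose of 20 µM compound, 1% DMSO final · Incubation – overnight compound exposure at 37 °C · Measure – GFP/RFP fluorescence ratio · Benchmarks – DMSO wells and RFP-L50D-GFP cells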
MsrA inh: bovine MsrA enzyme inhibitors, primary screen, biochemical, absorbance, HTS | 0.75% of 360,000 active | Methionine sulfoxide reductase A (Bos taurus) | purified bovine MsrA, absorbance read-out | AID 651718, 2012 | inhibition, % at 15.5 µM; in the data active = inhibition above about 4.5%;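 also: 0% = vehicle wells with enzyme and 100% = reference inhibitor wells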
Rin1-Abl PPI inh: inhibitors of Rin1-Abl protein binding, primary screen, biochemical, TR-FRET. 0.4% of 360,000 active. inhibition, % at 7.35 µM. AID 588664, 2011; in the data active = inhibition above about 5%, passing the limit was not always enough
eLon inh: inhibitors of E. coli Lon protease, primary screen, biochemical, fluorescence polarization. P0A9M0. purified E. coli Lon protease. inhibition, % at 7.94 µM. 0.42% of 360,000 active; in the data active = inhibition above about 13%, passing the limit was not always enough;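 also: 0% = enzyme with probe and DMSO and 100% = no enzyme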
bovine MsrA act: bovine MsrA enzyme activators, primary screen, biochemical, absorbance, HTS | Methionine sulfoxide reductase A (Bos taurus) | purified bovine MsrA, absorbance read-out | activation, % at 10.6 µM | 0.3% of 360,000 active; in the data active = activation above about 7.5%;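 also: 0% = vehicle and 100% = reference activator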
Neddyl block: inhibitors of cullin neddylation, primary screen, biochemical, TR-FRET, uHTS, NAE and Ubc12 | AID 651699, 2012 | calls only at 25 µM | 0.58% of 360,000 active; in the data active = inhibition above about 36%
FAS-TE inh: FAS thioesterase domain inhibitors, primary screen, biochemical, fluorescence intensity, uHTS. recombinant FAS-TE, OMFH fluorogenic substrate, fluorescence endpoint. Fatty acid synthase (Homo sapiens), P49327. AID 602261, 2012. inhibition, % at 15 µM. 0.67% of 360,000 active;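 active = compounds whose normalised, plate-corrected inhibition of enzyme fluorescence in the single-dose primary screen is 50% or more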;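 also: 0% = DMSO with enzyme and 100% = substrate without enzyme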
CendR NRP1 mod: modulators of CendR peptide binding to NRP-1, primary screen, biochemical, fluorescence polarization, uHTS | Neuropilin-1 (Homo sapiens), O14786 | FAM-RPARPAR peptide binding to NRP-1 | inhibition, % at 25 µM | 0.85% of 360,000 active | AID 602438, 2012;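 active = inhibition or corrected inhibition above about 18%, plus a signal ratio from 0.5 to 1.5, limit read from the data, passing the limit was not always enough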; also: strong numbers were not always called active
Target sequence (O14786 whole entry, looked up): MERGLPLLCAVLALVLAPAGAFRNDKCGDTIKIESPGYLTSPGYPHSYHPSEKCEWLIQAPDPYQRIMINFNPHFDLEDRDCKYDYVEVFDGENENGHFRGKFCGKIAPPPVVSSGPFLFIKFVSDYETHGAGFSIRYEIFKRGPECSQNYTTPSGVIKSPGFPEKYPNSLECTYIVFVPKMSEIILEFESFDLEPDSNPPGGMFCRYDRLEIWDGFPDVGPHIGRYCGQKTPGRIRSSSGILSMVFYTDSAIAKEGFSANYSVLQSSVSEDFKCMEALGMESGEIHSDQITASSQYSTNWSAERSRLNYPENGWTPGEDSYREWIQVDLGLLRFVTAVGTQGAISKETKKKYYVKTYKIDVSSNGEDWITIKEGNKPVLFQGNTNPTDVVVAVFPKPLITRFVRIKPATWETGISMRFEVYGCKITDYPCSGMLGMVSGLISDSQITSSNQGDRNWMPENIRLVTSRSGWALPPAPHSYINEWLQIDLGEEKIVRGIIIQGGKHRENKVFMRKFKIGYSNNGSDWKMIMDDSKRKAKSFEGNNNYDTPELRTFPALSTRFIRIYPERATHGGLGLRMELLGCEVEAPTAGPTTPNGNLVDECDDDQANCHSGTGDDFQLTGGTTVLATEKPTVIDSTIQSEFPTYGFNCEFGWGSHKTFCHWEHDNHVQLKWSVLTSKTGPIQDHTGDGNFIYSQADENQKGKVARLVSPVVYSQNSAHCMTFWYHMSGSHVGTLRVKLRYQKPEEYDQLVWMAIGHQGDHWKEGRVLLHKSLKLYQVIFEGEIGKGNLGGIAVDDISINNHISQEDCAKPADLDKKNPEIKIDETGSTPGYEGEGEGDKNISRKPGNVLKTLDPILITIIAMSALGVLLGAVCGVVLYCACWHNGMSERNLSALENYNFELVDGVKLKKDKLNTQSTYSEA
SKN-1 block: suppressors of acrylamide-induced Pgst-4::GFP reporter in worms, primary screen, SKN-1 inhibitor project, whole organism, uHTS, GFP/RFP fluorescence ratio, strain VP596 | AID 624304, 2012 | C. elegans VP596 Pgst-4::GFP/RFP ratio, 24 h | inhibition, % at 21.8 µM | 0.49% of 360,000 active;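 active = interference check ratio from 0.5 to 1.5 plus GFP to RFP signal ratio inhibition reaching or exceeding a fixed threshold, cut at about 30% in these data, passing the limit was not always enough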; also: some compounds called inactive have numbers as strong as hits
Starred values were filed as active, the others as inactive; i = inactive; . = no result given.

Order of values: MT1-MMP act inh, MsrA inh, Rin1-Abl PPI inh, eLon inh, bovine MsrA act, Neddyl block, FAS-TE inh, CendR NRP1 mod, SKN-1 block
CCCc1cc(=O)oc2cc(OCC(=O)Nc3ccc4c(c3)OCCO4)ccc12
  -17, 0.8, 2, -8, -4, i, -1, 8, -1
CCC(C)NC(=O)COc1ccc(S(=O)(=O)N2CCOCC2)cc1 (configuration not stated)
  0, -0.9, 1, 5, -1, i, -8, 3, 7
CCN1CCCC1CNCc1cccc(OC)c1OCc1ccccc1F (configuration not stated)
  6, -0.1, 2, -10, 1, i, -4, -10, 3
COc1cccc(OC)c1C(=O)NNC(=O)c1cccc(COc2ccc3c(c2)CCC3)c1
  1, -1.3, -2, 15*, -3, i, 3, -1, 35
CCN1c2ccc(S(=O)(=O)N3CCOCC3)cc2N(Cc2ccc(OC)cc2)C1C (configuration not stated)
  0, -0.3, 0, -12, -2, i, -7, -24, 2
O=C(N/N=C/c1ccc[nH]1)c1cccnc1
  6, 5.7*, 0, -11, -5, i, -8, 5, 5
O=C(Cc1cccc2ccccc12)NN1C(=O)C2C(C1=O)C1C=CC2C12CC2 (configuration not stated)
  5, 1.9, 0, -1, -13, i, -11, 2, 0
Cn1c(CN2CCOCC2)nnc1SCc1cccc(F)c1
  -2, 0.2, 2, -2, -6, i, -4, 14, 4
COc1cc(S(=O)(=O)NCc2ccccn2)c(OC)cc1Cl
  2, 1.2, 1, -2, -8, i, -8, 5, 0
O=C(CCN1C(=O)COc2ccccc21)NCCN1CCN(c2cccc(Cl)c2)CC1
  1, 0.1, -1, -8, -9, i, -1, 1, -8
COc1ccc(C(=O)COC(=O)CNS(=O)(=O)c2ccc(C)cc2)cc1
  3, -0.2, 0, 6, -3, i, -4, -2, 6
Nc1n[nH]c2c1C1(CCCCC1)Cc1ccccc1-2
  -6, -0.3, 1, 0, 2, i, -2, -2, 15
CCCCNC(=O)CN1C(=O)CSc2ccc(S(=O)(=O)N3CCOCC3)cc21
  3, 0.2, 0, -19, 1, i, -6, -8, 1
c1ccc(CN2CCC(Nc3nc(-c4cccs4)nc4ccccc34)CC2)cc1
  3, 0.6, -3, -11, 5, i, 26, 20, 3
CCc1ccc(C2CC(c3ccc(Cl)cc3)n3nc(N)nc3N2)cc1 (configuration not stated)
  0, 0.0, 1, 2, -1, i, 15, -2, 1
COC(=O)c1nn(-c2ccccc2)c2nnc(Cc3ccc(C)cc3)c(=O)n12
  -3, 1.4, 1, -10, -2, i, -8, -11, 8
CSCCC(NC(N)=O)C(=O)Nc1cccc(S(=O)(=O)N2CCOCC2)c1 (configuration not stated)
  -1, 0.9, -3, 9, -2, i, -3, 12, 1
O=C(NCc1n[nH]c(=S)n1Cc1ccccc1)c1ccccc1
  -1, -0.6, 0, -9, 1, i, -1, 8, -6
COCCCNC(=O)Cc1c(C)c2cc3c(cc2oc1=O)OC(C)(C)CC3
  -1, 3.6, 0, -7, -5, ., -3, 6, 14
CC(C)C(=O)Nc1cccc(C(=O)Nc2cc([N+](=O)[O-])ccc2F)c1
  5, 0.3, -1, -4, -2, i, 4, 6, -1

Shown tab-delimited: part of the list above
mol	MT1-MMP act inh	MsrA inh	Rin1-Abl PPI inh	eLon inh	bovine MsrA act	Neddyl block	FAS-TE inh	CendR NRP1 mod	SKN-1 block
Cn1c(CN2CCOCC2)nnc1SCc1cccc(F)c1	-2	0.2	2	-2	-6	i	-4	14	4
COc1cc(S(=O)(=O)NCc2ccccn2)c(OC)cc1Cl	2	1.2	1	-2	-8	i	-8	5	0
O=C(CCN1C(=O)COc2ccccc21)NCCN1CCN(c2cccc(Cl)c2)CC1	1	0.1	-1	-8	-9	i	-1	1	-8
COc1ccc(C(=O)COC(=O)CNS(=O)(=O)c2ccc(C)cc2)cc1	3	-0.2	0	6	-3	i	-4	-2	6
Nc1n[nH]c2c1C1(CCCCC1)Cc1ccccc1-2	-6	-0.3	1	0	2	i	-2	-2	15
CCCCNC(=O)CN1C(=O)CSc2ccc(S(=O)(=O)N3CCOCC3)cc21	3	0.2	0	-19	1	i	-6	-8	1
c1ccc(CN2CCC(Nc3nc(-c4cccs4)nc4ccccc34)CC2)cc1	3	0.6	-3	-11	5	i	26	20	3
CCc1ccc(C2CC(c3ccc(Cl)cc3)n3nc(N)nc3N2)cc1 (configuration not stated)	0	0.0	1	2	-1	i	15	-2	1
COC(=O)c1nn(-c2ccccc2)c2nnc(Cc3ccc(C)cc3)c(=O)n12	-3	1.4	1	-10	-2	i	-8	-11	8
CSCCC(NC(N)=O)C(=O)Nc1cccc(S(=O)(=O)N2CCOCC2)c1 (configuration not stated)	-1	0.9	-3	9	-2	i	-3	12	1
O=C(NCc1n[nH]c(=S)n1Cc1ccccc1)c1ccccc1	-1	-0.6	0	-9	1	i	-1	8	-6
COCCCNC(=O)Cc1c(C)c2cc3c(cc2oc1=O)OC(C)(C)CC3	-1	3.6	0	-7	-5	.	-3	6	14
CC(C)C(=O)Nc1cccc(C(=O)Nc2cc([N+](=O)[O-])ccc2F)c1	5	0.3	-1	-4	-2	i	4	6	-1

The list continues:
Order of values: MT1-MMP act inh, MsrA inh, Rin1-Abl PPI inh, eLon inh, bovine MsrA act, Neddyl block, FAS-TE inh, CendR NRP1 mod, SKN-1 block
Cc1ccc(N2CCN(C(=O)c3cccc([N+](=O)[O-])c3)CC2)cc1Cl
  -1, 0.3, -3, 5, -2, i, 49, 7, 10
Cc1ccc(C(=O)COC(=O)C(C)N2C(=O)C3C4CCC(C4)C3C2=O)cc1C (configuration not stated)
  1, 1.2, 4, 5, -7, i, 3, 3, 5
Cn1c(=O)c2cc(NC(=O)NCCc3cccs3)ccc2n1Cc1cccc(C(F)(F)F)c1
  -4, -1.3, 1, -8, -2, ., 17, -3, 9
CCN1C(N(C)CCc2c[nH]c3ccccc23)=N[C@@H](c2cccc(C(F)(F)F)c2)C(C(=O)OC)=C1C
  -4, ., -3, -2, 1, i, -12, -12, 18
CCCCCCCCC[n+]1cccc2c3ccccc3ccc21
  -47, ., -4, -1, 1, ., -33, 33*, 15
NS(=O)(=O)c1ccc(CCNC(=O)C2CCN(S(=O)(=O)c3cnc[nH]3)CC2)cc1
  -2, 0.6, -2, -5, -11, i, -16, 9, -10
COCCNC(=O)C1(C)CCN(Cc2noc(-c3c(C)noc3C)n2)C1 (configuration not stated)
  4, ., -1, -4, 0, i, -5, -11, 12
Cc1ccc(CNC(=O)[C@H](C)[C@H]2C[C@]2(C)[C@H](NC(=O)OCc2ccccc2)c2ccccc2)o1
  -2, ., 3, 5, -10, i, 5, 2, -12
CN1CCN(C(=O)CSc2ccc(C(F)(F)F)cc2[N+](=O)[O-])CC1
  5, -0.3, -5, 5, -4, i, -7, -9, 2
O=C(CSc1n[nH]c(-c2ccccn2)n1)Nc1cccc(Cl)c1
  0, -0.9, -2, 5, -6, i, 2, 6, -3
CCN(c1ccccc1)S(=O)(=O)c1ccc(Oc2ccc([N+](=O)[O-])cc2)nc1
  1, 1.1, 1, 9, -4, i, 30, 8, 20
Cc1oc(/N=C/c2ccc(Cl)cc2)c(C#N)c1C
  -3, 0.8, 2, 2, -3, i, -4, -20, 6
COc1ccc(OC)c(/C=C/C(=O)Nc2cccc(S(=O)(=O)NC3=NCCCCC3)c2)c1
  5, 1.5, -2, -14, -3, ., 9, 0, 0
N#CC1(NC(=O)CSc2nnc(C3CC3)n2N)CCCCC1
  -2, -0.8, 3, -1, -1, i, -1, 0, 13
COc1ccccc1Cc1c(-c2ccc(C#N)cc2)nc2ccc(Br)cn12
  -4, -0.1, -59, -24, -5, i, 6, -25, 7
O=C(NCCN1C(=O)S/C(=C\c2ccccc2Cl)C1=O)C1=COCCO1
  -4, -0.9, -2, -2, -2, i, 16, -12, -18
Cc1ccc(NC(=O)CN(C)C(=O)c2cccc(Br)c2)cc1
  -5, -0.1, 2, 7, -2, i, 4, 0, 8
O=S1(=O)N=C2CCCCCN2C(c2ccc(Br)cc2)N1 (configuration not stated)
  1, 2.2, 1, -5, -12, i, -6, -2, 8
CCC(=O)c1ccc(OCC(=O)Nc2ccc(N3CCOCC3)cc2N2CCOCC2)cc1
  0, -1.4, -1, -1, -2, i, 3, 0, 4
C/C(=N\NC(=O)c1cccnc1)c1ccccc1
  0, 0.5, -1, -2, -1, i, -4, 11, -9
C/C=C(\C)C(=O)NCCN1C2=NC[C@@H](Cc3ccccc3)N2C[C@H]1Cc1ccc(O)cc1
  0, 1.6, 3, -4, -3, i, -8, 4, 8
O=C(Nc1nc2ccccc2s1)C1CC(=O)N(c2ccc(F)cc2)C1 (configuration not stated)
  -7, 0.2, -4, -4, -11, i, -3, -13, 3
COc1cccc(-c2cc(C(=O)NCc3ccc(Cl)cc3)no2)c1
  4, 0.5, -3, 6, -3, i, 3, -21, 24
O=C(OCC(=O)c1cccs1)c1ccccc1
  -2, -0.6, 5, 1, -3, i, -7, 7, 7
COc1ccc(CCNC(=O)CCCCCN2C(=O)[C@@H]3Cc4ccccc4CN3C2=O)cc1OC
  0, -0.9, -1, 3, -3, i, -4, -6, 5
CN(C#N)c1nc(N2CCOCC2)nc(N2CCOCC2)n1
  4, 0.1, -1, 0, -9, i, -13, 5, 2
O=C(/C=C/c1ccco1)OCC(=O)c1cccc([N+](=O)[O-])c1
  1, 0.2, -1, 1, -2, i, 20, -8, 2
Cn1cc(-c2nnnn2-c2cccc(C(F)(F)F)c2)c(C(F)(F)F)n1
  0, -0.1, 0, -10, -3, i, -3, -3, -6
COc1cc(/C=N/NC(=O)NC23CC4CC(CC(C4)C2)C3)ccc1OCC(N)=O
  -2, 0.9, 4, -5, 0, i, 4, 9, -6
O=C(c1ccnc(Cl)c1)N1CCCC(Nc2ccc(F)cc2)C1 (configuration not stated)
  -1, 0.2, -1, 0, -4, i, 0, 10, -12
CN(C(=O)c1cccc(NC(=O)Cc2ccc(NC(=O)C3CCN(C(=O)C4CCCC4)CC3)cc2)c1)C1CC1
  2, -0.4, 0, -2, -1, i, -5, -3, -2
Cc1ccc2cc(C3CC(c4ccco4)=NN3S(=O)(=O)c3ccccc3)c(Cl)nc2c1 (configuration not stated)
  -3, -0.4, 1, -8, -9, i, 48, -24, 7
CC(=O)NC1=NN(C(C)=O)C(C)(CS(=O)(=O)c2ccc(Cl)cc2)S1 (configuration not stated)
  -3, -1.2, 3, 0, -2, i, -2, 4, -1
CC(=O)c1cnn(-c2ccccc2)c1C
  -4, -1.2, 1, -6, -13, i, -9, -6, -2
CCOC(=O)C(=O)N(C)c1c(CC)nc2c(OCc3cccc(Cl)c3)cccn12
  1, -0.5, 1, -6, 2, i, 0, 4, 0
CCN1CCN(C(=O)NC2CC(=O)N(c3ccc(OC)cc3)C2)CC1 (configuration not stated)
  -1, 0.6, 1, -6, 0, i, -3, -5, -4
COc1ccccc1CCC(=O)OCC(=O)N1CCN(S(=O)(=O)c2ccc(C)cc2C)CC1
  -3, 0.6, 1, -4, -1, i, 18, 1, 35
CCOC(=O)C1(C)CCCN(C(=O)c2cccc(OC(F)(F)F)c2)C1 (configuration not stated)
  2, -0.9, 1, 3, -6, i, -5, 2, 18

Source: PubChem
